# Bioassay records: PubChem BioAssay, National Center for Advancing Translational Sciences (NCATS)
# BRCA1 expr up: increases BRCA1 expression; MCF7-BRCA1-FFLuc reporter, luminescence, 48 h; response scale: scaled: vehicle 0%, 10 µM genistein 100%; Potency, µM (top dose mostly 46.1 µM), for the others: at the highest dose activation, actives largely listed as activators; 380,000 compounds, 1.1% hits; note: nearly all actives have a fitted effect of over 80% in size; some results filed as inactive show a strong effect at the top dose
#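 Using MCF7 cells harboring a BRCA1 firefly luciferase reporter, plated 2 h before compound pinning, the screen measured luminescence after 48 h incubation. Responses were normalized to DMSO and 10 microM genistein, then fitted for concentration-effect.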
# RORg inh: inhibitors of mouse ROR gamma transcriptional activity; P51450; Drosophila S2 Gal4-RORgamma UAS-luciferase reporter, 20 h; AID 2551; Potency, µM (series often up to 53.6 µM), inactives show at the highest dose activity change, negative = inhibition, hits mostly inhibitors; 310,000 compounds, 5.4% hits; note: % is set by controls: 0 for no effect and ±100 for the full control effect; nearly all actives have a fitted effect of over 60% in size
# Target sequence (P51450 whole entry, looked up, the tested form may be a part): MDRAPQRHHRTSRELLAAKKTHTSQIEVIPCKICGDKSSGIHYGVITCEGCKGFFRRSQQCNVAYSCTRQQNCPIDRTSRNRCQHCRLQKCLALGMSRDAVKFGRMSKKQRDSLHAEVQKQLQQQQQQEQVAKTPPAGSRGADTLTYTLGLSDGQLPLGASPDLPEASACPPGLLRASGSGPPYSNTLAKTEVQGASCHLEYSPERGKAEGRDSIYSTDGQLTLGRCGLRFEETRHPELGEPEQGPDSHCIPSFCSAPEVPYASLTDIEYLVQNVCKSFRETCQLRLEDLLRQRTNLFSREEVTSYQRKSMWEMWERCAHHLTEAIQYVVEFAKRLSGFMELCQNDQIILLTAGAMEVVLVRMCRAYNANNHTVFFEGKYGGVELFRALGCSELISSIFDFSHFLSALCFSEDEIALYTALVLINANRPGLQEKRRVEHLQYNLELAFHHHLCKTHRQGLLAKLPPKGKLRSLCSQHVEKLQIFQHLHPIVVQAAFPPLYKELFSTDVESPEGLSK
#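 Compounds are pin-transferred onto Drosophila Schneider cells expressing a copper-inducible Gal4–ROR gamma transactivation domain fusion. After 1 hr, copper sulfate is added to 700 uM final; luciferase is read 20 hr later.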
# p53 reactivation: mutant p53 re-activation in reporter cells; AID 504706; 320,000 compounds, 0.063% hits; H1299 p53-A138V BP100-luciferase reporter, luminescence, 24 h; Potency, µM (series often up to 92.2 µM), inactives show at the top dose activity change, positive = activation, most hits filed as activators; note: % of control where 0% means no effect; nearly all actives have a fitted effect of over 45% in size
#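 p53-null H1299 cells stably carrying temperature-sensitive p53-A138V and a BP100-luciferase reporter were pinned with compounds (4-point, 1:5 series) and held 24 hrs at 37 deg C. Luminescence was read 10 min after detection reagent.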
# VP16 counter: counter-screen for ROR gamma inhibitors: Gal4-VP16 reporter; 310,000 compounds, 3.5% hits; Drosophila S2 Gal4-VP16 UAS-luciferase, luminescence, 20 h; Potency, µM (highest dose often 53.6 µM), for the others: top-dose activity, negative = inhibition, most hits filed as inhibitors; AID 2546;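 note: Gal4-VP16 expression switched on by copper sulfate through the metallothionein promoter; % is set by controls: 0 for no effect and ±100 for the full control effect; nearly all actives have a fitted effect of over 50% in size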
# ELG1 genotoxic: induces genotoxicity in HEK293T cells with luciferase-tagged ELG1. HEK293T ELG1-luciferase reporter, luminescence, 16 h. Potency, µM (top dose mostly 46 µM), without a hit: top-dose activity change, positive = activation, most hits filed as activators. 330,000 compounds, 1.3% hits. AID 504466; note: % of control where 0% means no effect; nearly all actives have a fitted effect of over 60% in size
#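 Genotoxicity was scored as increased ELG1-luciferase reporter signal, measured by ONE-Glo luminescence (30 min, room temperature). Compound or vehicle exposure of the HEK293T reporter cells lasted 16 hr at 37°C.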
# MBNL1 CUG block: inhibitors of human MBNL1 binding to CUG repeat RNA; Q9NR56; TR-FRET MBNL1-His/biotin-(CUG)12 binding, 665/545 ratio; Potency, µM (series often up to 57.5 µM), without a hit: at the highest dose activity change, negative = inhibition, usual class: inhibitors; 280,000 compounds, 0.036% hits; active = well fitted inhibition curve with a large enough effect in the signal ratio, with a control signal flat, not every such curve was filed as active; inconclusive = small, poorly fitted or top-dose-only effect, or effect the other way, or a change in a side signal; inactive = no such curve, though single readings can be large or run the other way; the % refers to the signal ratio; note: % is set by controls: 0 for no effect and ±100 for the full control effect
#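 MBNL1-His + Biotin-(CUG)12, cpd titration 92 nM–58 uM; Tb anti-His Ab 0.055 ng/ul, SA-XL665 5 nM (final); 60 min RT; ratiometric 665/545 nm, Ex 340 nm; normalized to buffer and full-complex controls.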
# FLuc counter: firefly luciferase modulation, counter-screen for miR-21 project; Potency, µM (highest dose often 57.5 µM), for inactives: top-dose activity change, negative = inhibition, hits mostly inhibitors; purified FLuc, Km substrates, luminescence inhibition; P08659; 360,000 compounds, 6.9% hits; AID 588342;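 note: plate controls were vehicle for no effect and reference inhibitor for full effect; nearly all actives have a fitted effect of over 55% in size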
# Target sequence (P08659 whole entry, looked up): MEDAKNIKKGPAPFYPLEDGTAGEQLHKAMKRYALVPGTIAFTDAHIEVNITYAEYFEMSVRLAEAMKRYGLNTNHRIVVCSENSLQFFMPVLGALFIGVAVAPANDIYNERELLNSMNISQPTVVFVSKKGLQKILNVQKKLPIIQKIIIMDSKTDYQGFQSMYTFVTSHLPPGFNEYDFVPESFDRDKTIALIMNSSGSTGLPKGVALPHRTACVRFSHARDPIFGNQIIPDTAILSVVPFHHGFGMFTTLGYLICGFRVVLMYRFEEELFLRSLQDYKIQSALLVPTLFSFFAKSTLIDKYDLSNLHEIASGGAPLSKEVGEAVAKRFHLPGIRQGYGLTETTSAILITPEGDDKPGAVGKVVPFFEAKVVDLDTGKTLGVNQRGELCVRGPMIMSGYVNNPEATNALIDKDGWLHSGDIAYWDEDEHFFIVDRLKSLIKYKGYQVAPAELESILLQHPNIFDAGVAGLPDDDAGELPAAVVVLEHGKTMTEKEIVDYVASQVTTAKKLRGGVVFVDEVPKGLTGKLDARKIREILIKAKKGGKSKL
#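 Biochemical qHTS of compounds, final roughly 60 µM downward over six points, against 10 nM purified firefly luciferase using Km concentrations of substrates (10 uM D-luciferin, 10 uM ATP) in Tris acetate pH 7.5 buffer; luminescence output.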
# Rab9 promoter act: activators of Rab9 promoter. Potency, µM (top dose mostly 9.22 µM), inactives show top-dose activation, negative = inhibition, actives largely listed as activators. Huh7 Rab9 promoter-luciferase reporter, luminescence, 24 h. 320,000 compounds, 2.8% hits; note: % of control where 0% means no effect; nearly all actives have a fitted effect of over 60% in size
#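 Cell-based reporter: Huh7 stable for Rab9 promoter-driven luciferase, plated in reduced-serum medium with 10% FBS at 1500 cells/well, compound-treated 24 h at 37 °C, luminescence read after 10 min reagent.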
# NPC1 prom act: activates the NPC1 promoter. Potency, µM (doses to about 9.22 µM), for the others: at the highest dose activation, actives largely listed as activators. 320,000 compounds, 2.4% hits. Huh7 NPC1 promoter luciferase reporter, 24 h. AID 485313;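 note: % of control where 0% means no effect; nearly all actives have a fitted effect of over 60% in size; reporter is driven by a mutant NPC1 promoter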
#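 Compounds in DMSO were transferred onto Huh7 NPC1-luciferase reporter cells pre-incubated 2 h; after 24 h at 37 °C, Amplite reagent was dispensed and luminescence recorded 10 min later.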
# uPA surface inh: inhibitors of cell surface uPA generation; cell surface uPA generation assay, qHTS; Potency, µM (series often up to 38.3 µM), inactives show at the top dose activity change, negative = inhibition, actives largely listed as inhibitors; 330,000 compounds, 0.31% hits; AID 540303; active = well fitted inhibition curve with a large enough effect; inconclusive = small, poorly fitted or top-dose-only effect; inactive = no such curve, though single readings can be large or run the other way; tested in mouse RAW 264.7 cells; note: % is set by controls: 0 for no effect and ±100 for the full control effect; nearly all actives have a fitted effect of over 55% in size
# An asterisk follows results filed as active; ? = inconclusive; / = not tested or not shown; & = joins results of further samples; [ ] = dose if it differs, or a comment. Unless noted, calls come from the whole dose curve; as a rule, active = well fitted curve in the direction sought with a large enough effect; inconclusive = small, poorly fitted or top-dose-only effect, or another doubt; inactive = no such curve, though single readings can be large; an effect the other way counts as inactive or inconclusive. Potency is the fitted concentration of half-maximal effect.
canonical_smiles,FLuc counter,RORg inh,VP16 counter,Rab9 promoter act,ELG1 genotoxic,BRCA1 expr up,uPA surface inh,p53 reactivation,NPC1 prom act,MBNL1 CUG block
CCOC(=O)c1ccc(N2CN(CCc3ccccc3)CNC2=S)cc1,6.5%,?,?,-7.7%,0.7%,11.8%,-24.9%,13.8%,-3.9%,-22.6%
CCn1c(SCC(=O)NCCc2ccccc2)nnc1-c1cccs1,3.5%,4.4%,-0.6%,3.1%,-1.9%,7.0%,-0.9%,-1.4%,0.2%,-6.7%
CCOc1ccc(CCNC(=O)c2ccc(S(=O)(=O)N3CCCC3)cc2)cc1OCC,-2.4%,/,/,2.0%,-1.1%,-33.7%,1.5%,-3.2%,14.6%,/
Cc1ccc(N(NC(=O)C(C)(C)O)C(=O)c2ccccc2)cc1C,6.2%,-4.0%,0.4%,-3.1%,1.8%,-7.3%,-2.5%,20.7%,2.4%,-0.1%
CCOC(=O)C1CCCN(S(=O)(=O)c2ccc(F)c(C(=O)Nc3ccc(F)c(F)c3)c2)C1 (stereo unspecified),-11.2%&2.0%,8.8%,-3.3%,-11.6%,-10.9%,-0.9%,-5.3%,-7.6%,-1.3%,1.0%
CCOc1cc(/C=N/Nc2nc(N3CCCC3)nc(N3CCCC3)n2)ccc1O,-14.9%,5.62µM*,5.01µM*,0.5%,-2.1%,-21.7%,-4.2%,-2.5%,-4.7%,-17.9%
CSc1nc2sc3c(c2c(=O)[nH]1)CCC(C)C3 (stereo unspecified),?,24.4%,21.9%,6.9%,4.0%,-6.9%,2.7%,4.5%,-5.0%,20.0%
O=C(Nc1ccccc1N1CCCCC1)c1cccc(OC(F)F)c1,2.1%,3.0%,3.0%,-1.1%,-23.7%,-35.0%,-2.2%,7.1%,-0.9%,2.7%
CC(C)=CC1C(C(=O)Nc2ccc(Br)cn2)C1(C)C (stereo unspecified),-2.1%,5.8%,?,-6.6%,-1.3%,-26.5%,6.5%,5.5%,-3.0%,15.9%
CCOC(=O)C1(CCOc2ccccc2)CCN(Cc2ccncc2)CC1,-2.2%,18.6%,2.2%,-3.1%,-0.2%,-6.6%,1.2%,-1.0%,-3.6%,-6.7%

# Ordered by value in p53 reactivation (rising): some entries from above.
SMILES	RORg inh	Rab9 promoter act	uPA surface inh	p53 reactivation	NPC1 prom act
CCOC(=O)C1CCCN(S(=O)(=O)c2ccc(F)c(C(=O)Nc3ccc(F)c(F)c3)c2)C1 (stereo unspecified)	8.8%	-11.6%	-5.3%	-7.6%	-1.3%
CCn1c(SCC(=O)NCCc2ccccc2)nnc1-c1cccs1	4.4%	3.1%	-0.9%	-1.4%	0.2%
CCOC(=O)c1ccc(N2CN(CCc3ccccc3)CNC2=S)cc1	?	-7.7%	-24.9%	13.8%	-3.9%

# (continued)
canonical_smiles,FLuc counter,RORg inh,VP16 counter,Rab9 promoter act,ELG1 genotoxic,BRCA1 expr up,uPA surface inh,p53 reactivation,NPC1 prom act,MBNL1 CUG block
Cc1scc(C(=O)Nc2ccon2)c1-c1ccccc1,2.2%,-26.1%,0.0%,-2.2%,-8.7%,5.7%,/,-5.6%,0.0%,8.0%
COc1ccc(-c2csc3ncnc(N4CCN(c5ccccc5OC)CC4)c23)cc1,2.0%,24.7%,-8.0%,2.1%,-18.3%,-61.4%,3.6%,-4.4%,-2.5%,2.7%
CCOC(=O)CC[C@H](NC(=O)Cn1cnc(C(=O)Nc2ccc(C)c(C)c2)n1)C(=O)OCC,/,/,/,/,?,?,?,?,/,/
COc1ccccc1N1CCN(CCCCNC(=O)c2ccc3ccccc3c2)CC1,-2.1%,2.2%[16.9 µM],-15.8%[17 µM],-15.7%[46.1 µM],3.4%,-21.1%,21.6%,-7.2%,0.6%[46.1 µM],/
Cc1cccc(C(=O)NCN2CCN(c3ccccc3C#N)CC2)c1,/,11.2%,1.6%,4.3%[46.1 µM],/,2.0%,-1.6%,/,5.4%[46.1 µM],/
Cc1ccc(C2C(C(=O)c3cc4ccccc4o3)=C(O)C(=O)N2c2cc(C)on2)cc1 (stereo unspecified),-0.8%,?,?,-0.5%,1.0%,0.0%,-0.2%,-1.8%,-3.1%,37.7%[activator]
Cc1nnc(SCc2cc(=O)[nH]c(N3CCN(C)CC3)n2)s1,4.3%,3.8%,-2.8%,-0.4%,-1.5%,-2.0%,4.8%,6.5%,-6.8%,-2.2%[11.5 µM]
O=C(O)CCCNC(=O)/C(=C\C=C\c1ccccc1)NC(=O)c1ccccc1Cl,-3.9%,-15.5%,-6.2%,6.3%,1.7%,-13.5%,0.8%,-1.8%,-1.0%,10.6%
CC(=O)Oc1cc(OC(C)=O)c2c(=O)c(-c3ccc4c(c3)OCCCO4)c(C)oc2c1,-6.0%,?,-5.1%,?,2.4%,54.0%,2.8%,3.6%,28.4%,/
CCCCn1cnc2c(oc3ccccc32)c1=O,?,0.5%,-12.6%,?,?,?,-4.9%,21.2%,?,2.9%
Cc1ccccc1NC(=O)CSc1nc2c(c(=O)n(C)c(=O)n2C)n1C,-2.5%,-18.7%,-5.1%,-8.9%,-5.6%,-4.1%,-8.0%,3.4%,-0.9%,2.1%
C=CCc1c(C)nc(SC)nc1Nc1ccc(C(=O)O)cc1,-2.7%,1.3%,-6.8%,-10.9%,4.8%,-17.9%,/,-15.3%,-0.1%,1.5%
Cc1ccc(S(=O)(=O)Nc2cccc3ncccc23)cc1,4.8%,28.3%,-10.3%,1.9%,-3.4%,1.4%,-4.8%,-3.7%,1.9%,3.5%
COc1ccc(C(=O)NCC(=O)N2CCC(C)CC2)cc1OC,2.7%,-39.2%,-3.6%,-1.5%,-0.8%,0.6%,-2.3%,-1.0%,0.4%,-8.4%
COc1ccccc1NC(=O)c1ccc(NS(=O)(=O)c2ccc(F)c(Cl)c2)cc1,3.4%,25.0%,-3.4%,-3.2%,1.3%,-3.4%,2.2%,0.9%,-6.3%,/
Cc1cc(C)c(S(=O)(=O)N2CCCc3ccccc32)c(C)c1,2.0%,?,-22.4%,-2.5%,-5.4%,-6.5%,?,/,0.4%,-1.6%
CC(Nc1ccccc1)c1cc(Cl)ccc1O (stereo unspecified),-0.4%,-20.0%,-25.0%,-2.7%,1.0%,-16.8%,6.5%,-0.1%,-0.9%,?
COc1ccc(OCCCC(=O)Nc2cccnc2)cc1,2.6%,42.6%,-4.7%,2.7%,-1.0%,-3.6%,1.1%,-3.0%,0.0%,0.7%
CCOC(=O)N1CCC(O)(c2cc(C)c(C)cc2C)CC1,-1.2%,-23.8%,-4.6%,-4.7%,-7.8%,-19.4%,/,-12.8%,-6.0%,2.6%
Cn1c(=O)[nH]c(=O)c2c1nc(N1CCN(Cc3ccccc3)CC1)n2CCCc1ccccc1,-1.8%,-38.6%,-8.9%,4.7%,-7.0%,-21.8%,4.3%,14.9%,1.1%,-5.0%
COc1ccc(OC)c(C(=O)COC(=O)c2ccc(C)o2)c1,-11.6%,17.6%,-12.5%,7.7%,5.1%,-54.0%,1.5%,?,2.2%,14.1%
CSc1cccc(NC(=O)C(C)Sc2ccc(C)cc2)c1 (stereo unspecified),4.2%,0.7%,5.1%,5.2%,-0.1%,9.0%,9.3%,5.3%,-0.3%,-0.6%
CCSc1nc(O)c(C2OC(=O)c3c2ccc(OC)c3OC)c(=O)n1-c1ccccc1 (stereo unspecified),-0.2%,6.0%,-5.4%,-0.1%,-0.1%,-4.9%,1.4%,-3.3%,-3.0%,0.4%
O=C(CSc1ncn(-c2ccccc2)n1)Nc1ccc(Br)cn1,-2.8%,-0.9%,13.2%,-12.6%,3.9%,-3.5%[1.84 µM],-5.0%,4.3%,0.0%,-10.7%
CCOC(=O)C(CC)Sc1nnc(COc2ccc(C)cc2)n1-c1ccccc1 (stereo unspecified),-1.3%,13.2%,-5.6%,-0.2%,-8.5%,10.6%,0.9%,-5.1%,-1.2%,5.5%
CCOc1ccc(S(=O)(=O)NCc2ccc(C)cc2)c2cccnc12,-7.2%,1.7%,2.2%,-7.8%,-3.0%,4.9%,2.2%,-8.1%,2.3%,7.5%
COc1ccc(NC(=O)CSc2nnc(N)s2)cc1,-12.5%&-9.0%,1.3%,6.2%,14.2%,8.3%,5.5%,-4.7%,?,9.2%,0.0%
CCOc1ccc(C(=S)N2CCOCC2)cc1,1.5%,-0.4%,-3.4%,-4.3%,-0.1%,-16.4%,0.8%,-1.2%,-1.3%,-5.6%
O=C(COC(=O)c1ccco1)c1ccc(Cl)cc1,1.69µM*,4.7%,-5.6%,-5.5%,18.3%,-4.2%,-8.4%,7.2%,-1.0%,-0.5%
CC1Cc2cc(S(=O)(=O)NCCC(=O)NCc3ccc(F)cc3)ccc2N1C(=O)C1CC1 (stereo unspecified),-0.8%,29.5%,?,5.1%,0.0%[9.26 µM],-5.6%,?,-10.5%,0.2%,0.1%
